D1 PAM: Potentiators of Human D1 Dopamine Receptor: qHTS; D(1A) dopamine receptor (Homo sapiens), P21728; HEK293 TREx D1 cells, calcium flux, dopamine EC20 potentiation; potentiation, % at 10 µM; 360,000 tested, 0.036% active; in the data active means potentiation above about 30%; further: 0% is about no effect
Target sequence (P21728 whole entry, looked up): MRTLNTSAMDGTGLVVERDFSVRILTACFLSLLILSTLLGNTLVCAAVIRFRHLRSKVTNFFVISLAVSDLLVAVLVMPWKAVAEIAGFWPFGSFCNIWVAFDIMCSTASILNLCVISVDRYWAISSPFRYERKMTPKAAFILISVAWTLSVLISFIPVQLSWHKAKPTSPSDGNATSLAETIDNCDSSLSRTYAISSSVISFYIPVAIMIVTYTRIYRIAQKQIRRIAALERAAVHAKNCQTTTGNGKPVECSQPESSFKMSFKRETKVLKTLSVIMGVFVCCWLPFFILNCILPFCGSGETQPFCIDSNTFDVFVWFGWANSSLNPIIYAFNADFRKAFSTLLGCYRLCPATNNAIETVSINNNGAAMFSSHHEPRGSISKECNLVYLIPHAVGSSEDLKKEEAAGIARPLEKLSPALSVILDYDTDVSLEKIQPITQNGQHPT
D1 agonist: Allosteric Agonists of the Human D1 Dopamine Receptor: qHTS; activation, % at 2 µM; HEK293 T-REx D1 cells, calcium flux, agonist mode; D(1A) dopamine receptor (Homo sapiens), P21728; 360,000 tested, 1% active; further: 0% is about no effect
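Inducible HEK293 T-REx D1 cells, force-coupled to calcium signalling, were plated at 4000 cells/well with tetracycline and held overnight at 30 C. After no-wash calcium dye loading, compound-evoked calcium rise over 180 s flagged agonists.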
TRHR agonist: qHTS for Small Molecule Agonists and Allosteric Enhancers of Human TRH Receptor: Primary Screen for Agonists | Thyrotropin-releasing hormone receptor (Homo sapiens), P34981 | TRHR cells, calcium flux fluo-8, FDSS agonist mode | activation, % at 2 µM | 360,000 tested, 0.18% active | AID 493084, 2011; further: 0% is about no effect
Target sequence (P34981 whole entry, looked up): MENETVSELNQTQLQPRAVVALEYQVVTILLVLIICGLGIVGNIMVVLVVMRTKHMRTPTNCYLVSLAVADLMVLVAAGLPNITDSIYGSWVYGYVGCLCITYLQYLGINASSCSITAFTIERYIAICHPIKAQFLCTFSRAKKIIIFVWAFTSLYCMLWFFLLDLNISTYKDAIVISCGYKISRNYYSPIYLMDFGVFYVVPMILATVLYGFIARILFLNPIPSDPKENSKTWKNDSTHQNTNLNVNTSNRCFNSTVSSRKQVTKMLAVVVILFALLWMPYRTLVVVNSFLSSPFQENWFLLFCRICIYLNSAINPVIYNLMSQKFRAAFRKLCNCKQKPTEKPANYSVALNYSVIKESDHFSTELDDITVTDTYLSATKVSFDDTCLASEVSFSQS
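Read-out: compound-evoked intracellular calcium rise in TRHR cells, fluo-8 dye, kinetic FDSS fluorescence at 1 s/cycle following a 10-cycle baseline. Cells cultured overnight before dye loading (30 min–1.5 h, RT).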
TRHR enhancer: qHTS for Small Molecule Agonists and Allosteric Enhancers of Human TRH Receptor: Primary Screen for Enhancers; Thyrotropin-releasing hormone receptor (Homo sapiens), P34981; TRHR cells, fluo-8 calcium fluorescence, EC20 TRH enhancement; enhancement, % at 2 µM; 360,000 tested, 0.66% active; AID 493056, 2011; in the data active means enhancement above about 30%; further: 0% is about no effect
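Enhancer read-out: after compound pinning and an initial kinetic agonist-mode read, an EC20 of TRH (10 nM final) was injected and fluo-8 calcium signal (Ex 480/Em 530) followed at 1 s/cycle for 100 cycles in TRHR-expressing cells.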
D2 antag: HTS Assay for Allosteric Antagonists of the Human D2 Dopamine Receptor: Primary Screen for Antagonists. HEK293 TREx D2 cells, calcium flux, dopamine EC80. D(2) dopamine receptor (Homo sapiens), P14416. 340,000 tested, 2% active. inhibition, % at 10 µM; in the data active means inhibition above about 30%; further: 0% is about no effect
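HEK293 T-REx D2 cells, tet-induced, calcium dye no-wash. Cpd pintool add, 180 s kinetic, then EC80 DA, 180 s kinetic. Ca flux read.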
D2 PAM: HTS Assay for Positive Allosteric Modulators of the Human D2 Dopamine Receptor: Primary Screen for Potentiators; D(2) dopamine receptor (Homo sapiens), P14416; HEK293 T-REx D2, calcium flux, EC20 dopamine potentiation; potentiation, % at 10 µM; 340,000 tested, 0.34% active; AID 485347, 2010;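 active means potentiation over 3 SD above the plate norm, cut at about 30% in these data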; further: 0% is about no effect
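Tetracycline-induced Hek293 Trex D2 cells, force-coupled to calcium, loaded with no-wash calcium dye. Compound added with 180 s kinetic read for agonism, then EC20 dopamine and a further 180 s read for potentiation.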
RXFP1 antag: qHTS Assay for Antagonists of the Relaxin Receptor RXFP1 | 350,000 tested, 0.59% active | AID 1259400, 2018 | HEK293-RXFP1, relaxin-stimulated cAMP HTRF, 30 min; hits give low values | activity change, negative = inhibition, % at 57.5 µM | Relaxin receptor 1 (Homo sapiens), Q9HBX9;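 active means activity change of -60% or lower, but not beyond a set lower limit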; further: on the % scale 0 is the no-effect control and ±100 the full control effect
D2 ag: HTS Assay for Allosteric Agonists of the Human D2 Dopamine Receptor: Primary Screen for Agonists; D(2) dopamine receptor (Homo sapiens), P14416; HEK293 T-REx D2 cells, calcium flux agonist mode; activation, % at 2 µM; 340,000 tested, 0.53% active; AID 485358, 2010;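 active means activation over 3 SD above normal in the single-dose calcium agonist read, cut at about 30% in these data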; further: 0% is about no effect
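HEK293 Trex D2 cells, tetracycline-induced, o/n 30 C 5% CO2; no-wash Ca dye, RT 30–90 min; 10-cycle baseline, 23 nl cpd added, kinetic Ca read 180 s; agonist hits = positive Ca response.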
D1 antag: Antagonist of Human D 1 Dopamine Receptor: qHTS; activity change, negative = inhibition, % at 10 µM; D(1A) dopamine receptor (Homo sapiens), P21728; AID 504652, 2011; HEK293 TREx D1 cells, calcium flux, dopamine EC80; hits give low values; 360,000 tested, 3.2% active; in the data active means activity change below about -30%; further: on the % scale 0 is the no-effect control and ±100 the full control effect
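Calcium flux readout: force-coupled, inducible Hek293 Trex D1 line, cells induced overnight at 30 C with tetracycline, dye-loaded 30–90 min at RT. Antagonism scored against EC80 dopamine challenge given 180 s after compound.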
* = called active by the depositor. Unless noted, no stated cut-off is given here; in the data, active means activation above about 30%; inactive means the rest. Rows are unselected, and some 7.3% of all compounds hit somewhere here.

What do the screens show for `Cc1ccc(C)c(S(=O)(=O)N2CCN(C(=O)CCC(=O)c3cc(C)sc3C)CC2)c1`?
D1 PAM: 15; D1 agonist: 4; TRHR agonist: 0.0; TRHR enhancer: -1; D2 antag: -21; D2 PAM: -2; RXFP1 antag: -6; D2 ag: -0.1; D1 antag: 15

How did Cc1ccc2nc(NC(=O)CSc3ncnc4c3oc3ccccc34)sc2c1 do in these assays?
D1 PAM: 0; D1 agonist: 11; TRHR agonist: -0.8; TRHR enhancer: 4; D2 antag: -25; D2 PAM: 13; D2 ag: -0.8; D1 antag: 0

Results for CCOc1ccc(N(CC)C(=O)Cn2cnc3sc(C)c(S(=O)(=O)N4CCN(c5ncccn5)CC4)c3c2=O)cc1 ?
D1 PAM: 0; D1 agonist: -2; TRHR agonist: -1.3; TRHR enhancer: 8; D2 PAM: 15; D2 ag: -0.4; D1 antag: 0

How did CCCCN1C(=O)C2ON(c3ccccc3C)C(c3ccco3)C2C1=O (stereo not drawn) do in these assays?
D1 PAM: -5; D1 agonist: 6; TRHR agonist: 1.4; TRHR enhancer: -4; D2 antag: 9; D2 PAM: 4; RXFP1 antag: -7; D2 ag: -0.7; D1 antag: -13

What do the screens show for `O=C(O)c1cc(S(=O)(=O)N2CC=C(c3ccccc3)CC2)ccc1O`?
D1 PAM: -9; D1 agonist: 1; TRHR agonist: 0.6; TRHR enhancer: -3; D2 antag: -20; D2 PAM: -8; RXFP1 antag: -1; D2 ag: 0.0; D1 antag: -2

Results for CCn1cc(Cl)c(C(=O)Nc2cc(C(=O)OC)cc(C(=O)OC)c2)n1 ?
D1 PAM: -4; D1 agonist: 1; TRHR agonist: -0.8; TRHR enhancer: 2; D2 PAM: 1; RXFP1 antag: -18; D1 antag: 0

What do the screens show for `O=S(=O)(NC1=NCCC1)c1cccc(NS(=O)(=O)c2ccc(F)c(Cl)c2)c1`?
D1 PAM: -1; D1 agonist: -1; TRHR agonist: 0.3; TRHR enhancer: -2; D2 antag: -4; D2 PAM: -13; RXFP1 antag: -4; D2 ag: 0.3; D1 antag: 3

Results for C=CCN(C(=O)Nc1ccc(Cl)cc1)C1CC(=O)N(c2ccc(OC)cc2)C1=O (stereo not drawn) ?
D1 PAM: -9; D1 agonist: 0; TRHR agonist: 1.0; TRHR enhancer: -8; D2 antag: 5; D2 PAM: 11; RXFP1 antag: -8; D2 ag: 0.9; D1 antag: -24

What do the screens show for `Cc1ccc(Cl)cc1Nc1nc(-c2sc(NC(=O)c3ccccc3)nc2C)cs1`?
D1 PAM: 15; D1 agonist: 5; TRHR agonist: 1.1; TRHR enhancer: -32; D2 antag: 20; D2 PAM: 24; D2 ag: -0.2; D1 antag: 7

Results for CCOC(=O)C1=C(C)Nc2ncnn2C1c1cc(OC)ccc1OC (stereo not drawn) ?
D1 PAM: -4; D1 agonist: 0; TRHR agonist: -0.3; TRHR enhancer: 2; D2 antag: -13; D2 PAM: 10; RXFP1 antag: 0; D2 ag: 0.8; D1 antag: -7

What do the screens show for `Cc1ccc(/C=C/C(=O)N2CC(=O)Nc3ccccc32)o1`?
D1 PAM: 2; D1 agonist: 0; TRHR agonist: -0.4; TRHR enhancer: -2; D2 antag: -9; D2 PAM: 33*; RXFP1 antag: 2; D2 ag: -1.1; D1 antag: 9

How did CCOc1ccc(S(=O)(=O)NCCc2csc3nc(-c4ccc(OC)c(OC)c4)nn23)cc1 do in these assays?
D1 PAM: 0; D1 agonist: -4; TRHR agonist: -0.3; TRHR enhancer: 2; RXFP1 antag: -4

How did Cc1ccc(NC(=O)N2CCC3(CC2)Oc2ccccc2C(=O)N3Cc2ccc(F)cc2)cc1 do in these assays?
D1 PAM: -1; D1 agonist: 6; TRHR agonist: 0.4; TRHR enhancer: 0; D2 PAM: 2; RXFP1 antag: -38; D2 ag: 1.1; D1 antag: 7

How did O=C(Nc1ccc2c(c1)C(=O)OC2)c1ccc(Cl)cc1 do in these assays?
D1 PAM: -6; D1 agonist: 2; TRHR agonist: -0.7; TRHR enhancer: 1; D2 antag: 3; D2 PAM: -10; RXFP1 antag: -2; D2 ag: -0.9; D1 antag: 5

What do the screens show for `COc1ccccc1-n1cnc2cc(NCc3ccco3)ccc21`?
D1 PAM: -5; D1 agonist: 4; TRHR agonist: 0.0; TRHR enhancer: -2; D2 antag: -15; D2 PAM: 16; RXFP1 antag: 9; D2 ag: -1.3; D1 antag: -5

What do the screens show for `COc1ccc(OC)c(N=C2SCCCN2C(=O)c2ccc(N3C(=O)CCC3=O)cc2)c1`?
D1 PAM: -4; D1 agonist: 3; TRHR agonist: -0.4; TRHR enhancer: -1; D2 antag: -1; D2 PAM: 0; D2 ag: 0.2; D1 antag: 2

What do the screens show for `Cc1cccc(C)c1NS(=O)(=O)c1ccc(F)cc1`?
D1 PAM: -4; D1 agonist: 2; TRHR agonist: -1.4; TRHR enhancer: 0; D2 antag: 6; D2 PAM: 2; RXFP1 antag: 8; D2 ag: -0.7; D1 antag: -22

Results for CC1(C)C2CCC1(C)C(OC(=O)CC(=O)O)C2 (stereo not drawn) ?
D1 PAM: 0; D1 agonist: 1; TRHR agonist: -0.2; TRHR enhancer: -1; D2 antag: -12; D2 PAM: -9; RXFP1 antag: -20; D2 ag: 0.9; D1 antag: -7

Results for COc1ccc2[nH]cc(C(=O)CN3CCN(C(=O)c4ccco4)CC3)c2c1 ?
D1 PAM: -5; D1 agonist: 3; TRHR agonist: 0.1; TRHR enhancer: -6; D2 antag: 0; D2 PAM: 1; RXFP1 antag: -12; D2 ag: 0.4; D1 antag: 0

Results for CCN(C(=O)COC(=O)c1cccc(S(=O)(=O)N2CCOCC2)c1)C1CCS(=O)(=O)C1 (stereo not drawn) ?
D1 PAM: -11; D1 agonist: 2; TRHR agonist: 0.4; TRHR enhancer: -3; D2 antag: -12; D2 PAM: -4; RXFP1 antag: -8; D2 ag: -0.4; D1 antag: 19

What do the screens show for `CCOC(=O)[C@H]1[C@H]2COc3ccc(OC)cc3[C@@H]2N2C(=O)CN(Cc3ccccc3)C(=O)[C@@]12C`?
D1 PAM: -1; D1 agonist: -1; TRHR agonist: -0.3; TRHR enhancer: 5; D2 antag: -21; D2 PAM: 8; D2 ag: -1.1

Results for O=C(c1cccs1)N1CCC(c2nc3c(nnn3Cc3cccc(Cl)c3)c(=O)[nH]2)CC1 ?
D1 PAM: -9; D1 agonist: 4; TRHR agonist: 0.7; TRHR enhancer: -3; D2 antag: 17; D2 PAM: 2; RXFP1 antag: -12; D2 ag: 0.2; D1 antag: -3

How did N/C(=N\OC(=O)c1ccco1)c1cccc(Br)c1 do in these assays?
D1 PAM: -5; D1 agonist: 0; TRHR agonist: -1.1; TRHR enhancer: -4; D2 antag: 12; D2 PAM: 0; RXFP1 antag: 9; D2 ag: 0.1; D1 antag: 10

What do the screens show for `CCS(=O)(=O)c1ccc2c(c1)N(S(=O)(=O)c1ccc(C)cc1)CC(C(=O)O)O2` (stereo not drawn)?
D1 PAM: -3; D1 agonist: 1; TRHR agonist: 0.1; TRHR enhancer: 4; RXFP1 antag: -15; D1 antag: 3

Results for CCn1c2c(c(=N)c3ccccc31)CCC2 ?
D1 PAM: -7; D1 agonist: 1; TRHR agonist: 0.6; TRHR enhancer: -7; D2 antag: -8; D2 PAM: 3; RXFP1 antag: 6; D2 ag: -0.6; D1 antag: -11

Results for CN(C)CCCN(C(=O)c1sc2ccccc2c1Cl)c1nc2ccc(F)cc2s1 ?
D1 PAM: -2; D1 agonist: 2; TRHR agonist: -0.2; TRHR enhancer: -6; D2 antag: -2; D2 PAM: -11; D2 ag: -0.7; D1 antag: 10

How did O=C(CSc1nnnn1C1CCCCC1)NCc1ccco1 do in these assays?
D1 PAM: -4; D1 agonist: 0; TRHR agonist: -0.6; TRHR enhancer: 7; D2 antag: 13; D2 PAM: -4; RXFP1 antag: -5; D2 ag: 0.8; D1 antag: -11

Results for O=C(CCl)NC1(C(F)(F)F)C(=O)Nc2c1c(=O)[nH]c(=O)n2-c1ccccc1 (stereo not drawn) ?
D1 PAM: -4; D1 agonist: 1; TRHR agonist: 0.7; TRHR enhancer: -2; D2 antag: -9; D2 PAM: -2; RXFP1 antag: 2; D2 ag: 0.9; D1 antag: 1

How did CCN1C(=O)NC(c2ccc(Cl)cc2)C2=C1CCCC2=O (stereo not drawn) do in these assays?
D1 PAM: -8; D1 agonist: 0; TRHR agonist: -0.4; TRHR enhancer: 1; D2 antag: -12; D2 PAM: -4; RXFP1 antag: -4; D2 ag: -0.3; D1 antag: -3

Results for CCOC(=O)c1c(-c2ccc(-c3ccccc3)cc2)csc1NC(=O)CCN1CCOCC1 ?
D1 PAM: 1; D1 agonist: 4; TRHR agonist: 0.4; TRHR enhancer: -7; D2 antag: -9; D2 PAM: 5; RXFP1 antag: -3; D2 ag: -0.3; D1 antag: 20

What do the screens show for `Cn1cc(NC(=O)Nc2ccc(C(F)(F)F)cc2)c(C(F)(F)F)n1`?
D1 PAM: -4; D1 agonist: 16; TRHR agonist: -0.2; TRHR enhancer: -3; D2 antag: 0; D2 PAM: -6; RXFP1 antag: -12; D2 ag: -0.9; D1 antag: -28

Reprinted at random: 3 records from the list, in no set order.
How did CCN1C(=O)NC(c2ccc(Cl)cc2)C2=C1CCCC2=O (stereo not drawn) do in these assays?
D1 PAM: -8; D1 agonist: 0; TRHR agonist: -0.4; TRHR enhancer: 1; D2 antag: -12; D2 PAM: -4; RXFP1 antag: -4; D2 ag: -0.3; D1 antag: -3

Results for CCn1c2c(c(=N)c3ccccc31)CCC2 ?
D1 PAM: -7; D1 agonist: 1; TRHR agonist: 0.6; TRHR enhancer: -7; D2 antag: -8; D2 PAM: 3; RXFP1 antag: 6; D2 ag: -0.6; D1 antag: -11

Results for CCOC(=O)c1c(-c2ccc(-c3ccccc3)cc2)csc1NC(=O)CCN1CCOCC1 ?
D1 PAM: 1; D1 agonist: 4; TRHR agonist: 0.4; TRHR enhancer: -7; D2 antag: -9; D2 PAM: 5; RXFP1 antag: -3; D2 ag: -0.3; D1 antag: 20
